Screening data from PubChem.
West Nile virus CPE: West Nile virus antiviral activity, cell-based, CPE readout (AID 1621) | West Nile virus-infected cells, CPE inhibition; higher % means a stronger effect | one-dose CPE inhibition, % at 10 µM; IC50 in µM for titrated hits | hit rate 0.02% among 290,000; in the data active = a potency from the dose series; inconclusive = CPE inhibition mostly from about 3.7% at the one dose, without a potency; inactive = the rest, 99 in 100 with CPE inhibition below about 2.2%; also: strong numbers were not always called active
Salmonella PhoP GFP: inhibitors of PhoP regulon expression, primary screen, Salmonella Typhimurium, GFP reporter (AID 1863); S. Typhimurium PhoP-regulated promoter GFP reporter, 4 h; higher % means a stronger effect; one-dose inhibition, % at 50 µM; IC50 in µM for titrated hits; hit rate 0.16% among 300,000;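 active = inhibition over 29.93%, a cutoff 3 SD above the screen mean, later confirmed by dose response; inconclusive = inhibition over 29.93% but no dose response follow-up; inactive = inhibition at most 29.93% or unconfirmed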;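 also: 0% = low Mg2+ inducing control and 100% = high Mg2+ repressing control; strong numbers were not always called active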
Siah-1 displacement: Siah-1 peptide-binding antagonists, primary screen, biochemical, fluorescence polarization, rhodamine-plectin, uHTS (AID 1817); Siah-1 / rhodamine-plectin peptide fluorescence polarization; higher % means a stronger effect; hit rate 0.02% among 290,000; E3 ubiquitin-protein ligase SIAH1 (Homo sapiens); displacement, % at 20 µM; hits with a dose series show IC50 in µM;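 active = displacement of at least 50% at 20 µM, with a fluorescence ratio check between 0.3 and a set limit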;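 also: plate controls were Siah plus tracer with DMSO for no effect and tracer alone without Siah for full effect; strong numbers were not always called active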
* hit, by the source's call; ? = inconclusive. An excerpt, so the mix of outcomes need not match the whole.

SMILES	West Nile virus CPE	Salmonella PhoP GFP	Siah-1 displacement
CN(C)c1ccc(C(C(=O)NC2CCCC2)N(C(=O)c2ccco2)C2CC2)cc1 (stereo not given)	-1.3%	2.5%	3.1%
Cc1cc([N+](=O)[O-])nn1CC(=O)NC(C)c1ccccc1 (stereo not given)	-0.1%	-2.9%	-0.5%
CCN(CC1CCCO1)C(=O)CCc1nnc(CCc2ccccc2OC)o1 (stereo not given)	0.0%	-5.5%	13.0%
O=C(NCC(=O)N1CCN(C(c2ccccc2)c2ccccc2)CC1)c1ccccc1F	0.2%	3.2%	-4.8%
COc1cc(Cl)ccc1OCc1cc(C(=O)NCc2cc(C(C)C)no2)no1	-0.2%	-1.5%	1.6%
CCN(Cc1ccccc1)C(=O)c1cccnc1	-0.3%	-4.0%	2.6%
COc1cccc(/C=C/c2nc(S(=O)(=O)c3ccccc3)c(N(C)C)o2)c1	1.8%	4.2%	-0.5%
O=C(NCCN1CCOCC1)c1cc(-c2ccccc2Cl)on1	-0.9%	7.1%	3.0%
CN(C)S(=O)(=O)c1ccc(Cl)c(NC(=O)CN2C(=O)NC3(CCCC3)C2=O)c1	-0.6%	4.8%	3.5%
Cc1cnc(C(=O)NCCc2ccc(C(F)(F)F)cc2)cn1	-0.7%	2.8%	3.4%
COc1ccc(NC(=O)c2cnn(-c3ccccc3)c2C)c(OC)c1	0.3%	-1.2%	0.7%
COc1cccc2c1cc1c(=O)n(CC(=O)NCCCc3ccccc3)nc(C)n12	-0.3%	-4.9%	-0.3%
Cc1cc(OC(C)C(=O)NCCCn2ccnc2)c2c(C)c(C)c(=O)oc2c1 (stereo not given)	0.3%	-0.9%	-4.3%
COc1ccc2[nH]c(C(=O)N3CCC(n4nccc4NC(=O)C4CC4)CC3)c(C)c2c1	-0.6%	2.0%	7.9%
O=C(CSc1n[nH]c(-c2ccco2)n1)Nc1ccccc1F	-0.8%	-3.6%	7.3%
CC(C)c1nc(C(=O)N2CCCC(N3CCN(c4cccc(Cl)c4)CC3)C2)cs1 (stereo not given)	-1.0%	7.9%	-1.2%
COc1ccccc1CN1CC(C(=O)NCc2cc(C(C)C)no2)CCC1=O (stereo not given)	-0.6%	5.3%	5.5%
CS(=O)(=O)Cc1ccc(C(=O)Nc2cccc(-c3nc4ccccc4[nH]3)c2)cc1	1.2%	6.2%	-8.8%
C[C@H](NC(=O)c1ccccc1Cl)C(=O)Nc1ccccc1F	-0.1%	7.9%	-0.3%
CCN(CC)S(=O)(=O)c1ccc(C)c(NC(=O)CN2C(=O)NC3(CCCC3)C2=O)c1	-0.5%	0.4%	-4.0%
COc1cc(CCC(=O)N2CCN(c3ccc([N+](=O)[O-])cc3)CC2)cc(OC)c1OC	-0.9%	-0.1%	-8.6%
COc1ccc(CNC(=O)CCCNC(=O)c2ccc(Cl)cc2)cc1OC	-0.9%	-4.5%	3.6%
CCCN1CCN(CCCNC(=O)c2cc3c(=O)oc4ccc(C)cc4c3s2)CC1	?	-4.0%	-1.2%
Cc1ccc(NC(=O)COc2ccc(N3CC(C(N)=O)CC3=O)cc2)c(C)c1 (stereo not given)	-0.3%	0.9%	13.7%
COc1ccc(S(=O)(=O)N2CCN(C(=O)N(C)C)C2C)cc1 (stereo not given)	-0.2%	2.4%	8.8%
Next records
SMILES	West Nile virus CPE	Salmonella PhoP GFP	Siah-1 displacement
CC(C)Nc1nc(-c2cccnc2)nc(-c2ccc(Cl)cc2)c1C#N	0.1%	-2.6%	1.1%
CCC(C)(C)NC(=O)C(C(C)C)N(CC1CCCO1)C(=O)CNS(=O)(=O)c1ccc(F)cc1 (stereo not given)	-0.5%	-3.3%	-1.6%
COc1cc(-c2c(C#N)c(N)nc3[nH]c(=S)[nH]c(=O)c23)ccc1O	-0.4%	4.2%	1.9%
CCn1cc(C(=O)N(C)c2ccc(OC)cc2)c2cc(OC)c(OC)cc2c1=O	-0.8%	10.3%	-1.1%
COc1ccc(NC(=O)c2ccc3c(c2)C(=O)N(CC2CCCO2)C3=O)cc1O (stereo not given)	-0.3%	0.2%	0.9%
NC(=O)N/N=C1\CCS(=O)(=O)c2ccc(F)cc21	-0.2%	2.3%	4.7%
CC(C)C(OC(=O)c1ccco1)C(=O)NCc1ccc2c(c1)OCO2 (stereo not given)	-0.6%	5.9%	0.3%
O=C(Cc1ccc(Cl)cc1)NCC(=O)N1CCCCCC1	-0.1%	3.3%	0.7%
CC(=O)Nc1ccc(S(=O)(=O)NNc2ccc([N+](=O)[O-])cc2)cc1	-0.7%	10.1%	4.9%
CC(C)(C)c1ccc(S(=O)(=O)/N=C2\C=C(NS(=O)(=O)c3ccccc3)C(=O)c3ccccc32)cc1	-0.4%	8.7%	-0.8%
COc1cccc(CNS(=O)(=O)c2c(C)[nH]c(C)c2C(=O)N2CCCCC2)c1	-0.1%	2.4%	-2.3%
N#Cc1ccc(NC(=O)Cn2cnc(S(=O)(=O)N3CCOCC3)c2)cc1	0.2%	2.2%	-9.1%
CN(Cc1ccccc1)c1ccc(C(CC(N)=O)NC(=O)c2ccc(Br)cc2)cc1[N+](=O)[O-] (stereo not given)	-1.4%	10.2%	-1.4%
CC(=O)N1c2c(cc(Br)cc2S(=O)(=O)N2CCN(c3ccccc3F)CC2)CC1C (stereo not given)	-0.6%	11.1%	4.2%
Cc1c(Cl)ccc2c(C(=O)Nc3cc(C(C)(C)C)on3)cc(-c3ccccn3)nc12	3.4%	-3.2%	2.4%
Cc1ccc(NC(=O)CN2C(=O)S/C(=C/c3ccncc3)C2=O)cc1	-0.7%	12.1%	25.4%
Cc1cc(C)nc(SSc2nc(C)cc(C)n2)n1	0.0%	-6.1%	3.9%
Cc1ccccc1N1C(=O)C(Cl)=C(N2CCOCC2)C1=O	-0.3%	-2.6%	0.3%
COc1ccc(CC(=O)NCc2ccccc2)cc1OC	-0.4%	4.7%	1.7%
O=C(Nc1nnc(CCc2ccccc2)s1)c1ccccc1	-0.6%	-0.3%	-1.8%
O=C(NCCO)c1cc2c([nH]c3ccccc32)c(-c2ccc(F)cc2)n1	-0.9%	2.7%	13.6%
CCOc1ccc(CNC(=O)CN2C(=O)CSc3ccc(S(=O)(=O)N4CCOCC4)cc32)cc1OC	-0.3%	-11.1%	-0.7%
COC(C(=O)Nc1ccnn1C1CCN(C(=O)c2ccc(C)cc2)CC1)c1ccccc1 (stereo not given)	-0.3%	5.5%	6.1%
COc1ccc(S(=O)(=O)N2CCN(C(=O)c3cccnc3)CC2)cc1OC	0.3%	-3.7%	1.3%
COc1ccccc1C(=O)Nc1nnc(S(=O)(=O)N2CCOCC2)s1	-0.1%	9.2%	-0.8%

One compound at a time, from the list above:
Results for N#Cc1ccc(NC(=O)Cn2cnc(S(=O)(=O)N3CCOCC3)c2)cc1 = West Nile virus CPE = 0.2%; Salmonella PhoP GFP = 2.2%; Siah-1 displacement = -9.1%
Results for CCOc1ccc(CNC(=O)CN2C(=O)CSc3ccc(S(=O)(=O)N4CCOCC4)cc32)cc1OC = West Nile virus CPE = -0.3%; Salmonella PhoP GFP = -11.1%; Siah-1 displacement = -0.7%

(continued)
SMILES	West Nile virus CPE	Salmonella PhoP GFP	Siah-1 displacement
CC1CN(C(=O)CS(=O)(=O)Cc2ccccc2)CC(C)O1 (stereo not given)	0.2%	2.1%	4.1%
O=C(O)C1CCC(CNS(=O)(=O)c2ccc(Br)cc2)CC1 (stereo not given)	0.2%	-1.8%	-1.5%
O=C(NC1CCCC1)C(c1cccnc1)N(Cc1ccccc1)C(=O)c1csnn1 (stereo not given)	-0.8%	-4.1%	3.6%
O=C(COC(=O)c1cc([N+](=O)[O-])ccc1N1CCOCC1)NCc1ccc(F)cc1	-0.7%	-2.6%	1.8%
CSc1ccccc1C(=O)N1CCC(CCC(=O)NCc2ccc(F)cc2)CC1	-0.3%	2.2%	-4.5%
CC1CC(Nc2ccccc2)c2ccccc2N1C(=O)c1ccccc1F (stereo not given)	-0.6%	-5.9%	5.9%
O=C(Cn1cnc2c(nnn2-c2cccc(F)c2)c1=O)Nc1ccc2c(c1)OCCO2	-0.7%	11.0%	4.4%
CC(C)Oc1ccc(/C=N/NC(=O)c2nnn(-c3nonc3N)c2CN(C)c2ccccc2)cc1	0.7%	3.7%	-0.7%
O=C(NC1CC1)C(Cl)c1ccccc1 (stereo not given)	-0.7%	3.1%	0.0%
COc1ccc(OCCN2CCN(C(=O)c3ccc(OC)cc3)CC2)cc1	-0.7%	-0.5%	3.3%
CC1CCCN(S(=O)(=O)c2ccc(CN3C(=O)c4cccnc4C3=O)cc2)C1 (stereo not given)	0.5%	-9.7%	-1.0%
CCC1CCC(N2CCN(c3cccc(OC)c3)CC2)CC1 (stereo not given)	-0.1%	2.6%	-2.0%
COC(=O)c1c(NC(=O)COC(=O)CCNS(=O)(=O)c2ccccc2)sc(C)c1C	0.2%	-2.2%	5.0%
C/C(=N/NC(=O)CSc1nc2ccccc2n1C)c1ccco1	-0.9%	5.2%	-0.8%
CC(=O)N1CCN(c2ccccc2NC(=O)c2cc3ccccc3o2)CC1	0.2%	-3.6%	-2.4%
Cc1cnccc1CN(C)C(=O)C1CCC(=O)N(Cc2ccccc2F)C1 (stereo not given)	0.0%	-12.7%	3.7%
O=C(Cc1ccc(F)cc1)N1CCN(c2ccc(F)cc2)CC1	-0.9%	-2.7%	-0.8%
O=C(CCN1C(=O)/C(=C/c2ccccc2F)SC1=S)Nc1ccccn1	-0.2%	-4.4%	-5.1%
CCOc1ccc(CNC(=O)C2Cc3cc(S(=O)(=O)N4CCCC4)ccc3N2C(C)=O)cc1 (stereo not given)	-0.4%	2.3%	-3.9%
OC(COc1ccc(Cl)cc1Cl)Cn1ccnc1 (stereo not given)	-0.2%	7.9%	2.2%
COc1ccc(-c2cc(C(=O)Nc3ccc(F)cc3F)no2)cc1	0.6%	6.1%	-3.5%
COc1ccc(CN2CCN(C(=O)CCC(=O)Nc3nnc(C(F)(F)F)s3)CC2)cc1F	-0.4%	2.3%	-1.3%
N#Cc1cccc(NC(=O)Cc2ccsc2)c1	-0.4%	-0.9%	-1.6%
COc1ccccc1CN(C)C(=O)c1ccc(COc2ccccc2)cc1	-0.2%	-0.7%	1.9%
CCCN(CC(=O)Nc1ccccc1C)C(=O)c1ccc(COc2ccccc2)cc1	0.2%	5.9%	-4.1%
Next section.
SMILES	West Nile virus CPE	Salmonella PhoP GFP	Siah-1 displacement
CCCCSCCCNC(=O)C1CCC(CNS(=O)(=O)c2ccccc2)CC1 (stereo not given)	-0.8%	1.0%	-1.0%
CCN(CC)CC(=O)N1c2ccccc2Sc2ccccc21	-0.7%	-0.1%	1.6%
Cc1ccccc1C(=O)O/N=C(\N)Cc1cccs1	?	7.8%	-1.7%
CCOC(=O)c1c(CN2CCOCC2)oc2ccc(OC(C)=O)cc12	-0.3%	-2.4%	1.1%
Cc1ccc(NC(=O)c2ccc(NS(=O)(=O)/C=C/c3ccccc3)cc2)nc1	-0.8%	0.1%	3.8%
O=C(NC1CCCCC1)c1ccc(CS(=O)Cc2ccccc2Cl)o1 (stereo not given)	-0.4%	-3.5%	0.8%
CCOC(=O)N1CCC(N2C(=O)c3ccc(C(=O)NCCC(C)C)cc3C2=O)CC1	0.5%	-3.7%	-2.7%
COc1ccc(N2CCN(C3CCCN(S(=O)(=O)c4ccccc4)C3)CC2)cc1 (stereo not given)	-0.7%	-4.0%	1.6%
CC(C)Oc1ccc(CN2CCCC(CO)(Cc3ccccc3)C2)cc1CO (stereo not given)	-0.9%	3.0%	6.2%
Cc1ccc(-c2[nH]ncc2C(=O)c2ccccc2C)c(O)c1	-0.8%	10.4%	5.6%
COCc1cc(C)nc2sc(C(=O)Nc3ccc(C(=O)OC)cc3)c(N)c12	-0.4%	-5.9%	-2.9%
COc1ccc(C(=O)Nc2nnc(CC(=O)N/N=C/c3ccc(O)cc3O)s2)cc1	0.0%	0.8%	3.2%
COC(=O)[C@H](Cc1ccccc1)NC(=O)N1CCCCCC1	0.7%	-3.1%	9.6%
CCn1c(CNC(=O)c2ccc(Cl)cc2)nnc1SCC(=O)N1CCOCC1	-0.5%	-3.2%	10.4%
CC1CCCN(C(=O)C2CCN(S(=O)(=O)c3cccc4nonc34)CC2)C1 (stereo not given)	-0.8%	-2.9%	2.5%
O=C(NCc1ccccc1)C(c1ccccc1F)N(C(=O)c1csnn1)C1CCCC1 (stereo not given)	-0.4%	1.5%	12.3%
O=C(CNC(=O)c1ccc(Br)cc1)N=Nc1c(O)[nH]c2ccc([N+](=O)[O-])cc12	-0.4%	11.4%	1.3%
N#CCOc1coc(CN2CCN(c3cccc(Cl)c3)CC2)cc1=O	0.2%	9.4%	8.4%
COc1cccc(NC(=O)C(=O)N/N=C(\C)CC(=O)Nc2ccc(NC(C)=O)cc2)c1	-0.1%	8.8%	4.4%
COC(=O)c1cc(C(=O)OCC(=O)N(C)c2ccccc2)cc([N+](=O)[O-])c1	-0.9%	0.0%	9.2%
CN(CC(=O)NCCc1ccccc1)S(=O)(=O)c1ccc(Br)s1	0.7%	2.6%	1.1%
CC1(C)CC(=O)C(C(c2ccc(Br)cc2)C2C(=O)CC(C)(C)CC2=O)C(=O)C1	-0.6%	10.1%	-4.2%
